BLM inh = inhibitors of human Bloom syndrome helicase BLM; P54132; recombinant BLM DNA unwinding, fluorescence dequenching; Potency, µM (top dose mostly 56.1 µM), without a hit: top-dose activity change, negative = inhibition, hits mostly inhibitors; hit rate 0.2% among 350,000; AID 2528;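 note: plate controls were vehicle for no effect and no enzyme for full effect; nearly all actives have a fitted effect of over 35% in size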
Pol beta inh = DNA polymerase beta (human) inhibition; AID 485314; Potency, µM (series often up to 114 µM), without a hit: at the top dose activity change, negative = inhibition, usual class: inhibitors; P06746; hit rate 1.3% among 340,000; Pol beta primer extension/strand displacement, fluorescence kinetic; note: % is set by controls: 0 for no effect and ±100 for the full control effect
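Pol beta (10 nM) was preincubated with compound for 15 min at room temperature. The reaction was then started with 50 nM substrate and read immediately and after a further 10 min at room temperature.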
APE1 inh = inhibitors of human APE1 endonuclease; Potency, µM (series often up to 65.8 µM), for the others: at the highest dose activity change, negative = inhibition, most hits filed as inhibitors; P27695; hit rate 0.35% among 350,000; AID 2517; recombinant APE1, TAMRA/BHQ-2 abasic DNA cleavage fluorescence;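 note: plate controls were vehicle for no effect and reference inhibitor for full effect; nearly all actives have a fitted effect of over 55% in size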
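Enzyme (0.75 nM final) and test compound are incubated 15 min at room temperature before adding 50 nM quenched THF abasic-site duplex. Cleavage dequenches TAMRA, followed at 525/598 nm over three reads one minute apart.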
Pol iota inh = DNA polymerase iota (human) inhibition | hit rate 1% among 390,000 | Pol iota fluorescent replication assay, 10 min | Potency, µM (highest dose often 115 µM), for the others: top-dose activity, negative = inhibition, most hits filed as inhibitors | Q9UNA4
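Pol iota at 10 nM preincubated 15 min with compounds at room temperature; reaction started with fluorescent substrate, 50 nM final. Fluorescence read kinetically at 0 and 10 min; buffer-only wells as negative control.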
POLK inh = inhibitors of human DNA polymerase kappa | Q9UBT6 | purified Pol kappa, fluorescent DNA synthesis assay, 10 min | Potency, µM (doses to about 107 µM), without a hit: at the highest dose activity, negative = inhibition, usual class: inhibitors | hit rate 0.53% among 400,000; note: % is set by controls: 0 for no effect and ±100 for the full control effect
Target sequence (Q9UBT6 whole entry, looked up): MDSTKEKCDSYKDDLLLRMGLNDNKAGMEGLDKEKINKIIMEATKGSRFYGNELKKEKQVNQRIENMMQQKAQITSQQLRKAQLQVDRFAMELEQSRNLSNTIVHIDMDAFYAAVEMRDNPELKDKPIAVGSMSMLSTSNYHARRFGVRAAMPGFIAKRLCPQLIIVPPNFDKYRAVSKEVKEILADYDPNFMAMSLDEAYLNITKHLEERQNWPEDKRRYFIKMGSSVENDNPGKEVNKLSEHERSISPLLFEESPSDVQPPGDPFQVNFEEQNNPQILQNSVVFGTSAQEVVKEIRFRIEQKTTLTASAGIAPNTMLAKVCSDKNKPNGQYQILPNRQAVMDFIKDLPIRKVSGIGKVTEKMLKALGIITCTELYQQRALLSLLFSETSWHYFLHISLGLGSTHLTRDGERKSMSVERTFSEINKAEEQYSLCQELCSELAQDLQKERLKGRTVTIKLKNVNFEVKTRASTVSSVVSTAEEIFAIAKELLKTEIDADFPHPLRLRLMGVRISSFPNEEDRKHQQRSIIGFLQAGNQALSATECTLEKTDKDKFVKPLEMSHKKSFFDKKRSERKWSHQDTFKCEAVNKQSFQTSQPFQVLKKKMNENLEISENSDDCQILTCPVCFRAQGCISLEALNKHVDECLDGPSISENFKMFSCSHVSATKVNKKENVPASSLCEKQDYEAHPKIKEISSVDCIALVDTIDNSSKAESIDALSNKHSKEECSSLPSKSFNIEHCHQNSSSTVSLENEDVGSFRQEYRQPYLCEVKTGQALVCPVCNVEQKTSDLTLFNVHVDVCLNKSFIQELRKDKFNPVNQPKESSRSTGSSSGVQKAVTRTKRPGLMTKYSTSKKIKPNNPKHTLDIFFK
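10 nM Pol kappa preincubated 15 min at room temperature with compounds, then reaction started with substrate at 50 nM final. Fluorescence read kinetically at 0 and 10 min; buffer-only wells served as negative control.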
Anesthetic bind = candidate novel general anesthetic via apoferritin binding; P02791; apoferritin/1-aminoanthracene competitive binding, fluorescence; Potency, µM (titrated, usually from 77.5 µM), without a hit: at the highest dose activity change, negative = displacement, actives largely listed as inhibitors; hit rate 0.074% among 350,000; note: % is set by controls: 0 for no effect and ±100 for the full control effect; nearly all actives have a fitted effect of over 20% in size
Target sequence (P02791 2-175 limits assumed): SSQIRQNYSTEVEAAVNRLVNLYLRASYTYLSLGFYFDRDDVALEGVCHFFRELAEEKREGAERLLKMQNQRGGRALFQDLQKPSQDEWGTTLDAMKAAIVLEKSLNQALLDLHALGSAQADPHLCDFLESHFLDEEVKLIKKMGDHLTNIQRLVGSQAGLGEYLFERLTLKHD
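In PBS, apoferritin at 10 uM is loaded with 1-AMA from a 50% saturated solution. After 10 min of compound exposure at ambient temperature, reduced 535 nm fluorescence indicates probe displacement.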
POLH inh = DNA polymerase eta (human) inhibition | Q9Y253 | recombinant Pol eta, fluorescent DNA replication assay | Potency, µM (series often up to 114 µM), for the others: at the highest dose activity change, negative = inhibition, actives largely listed as inhibitors | hit rate 1.2% among 390,000; note: % is set by controls: 0 for no effect and ±100 for the full control effect
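Pol eta at 10 nM preincubated with compounds 15 min at room temperature; reaction started with fluorescent substrate (50 nM final) and read kinetically at 0 and 10 min.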
BAZ2B block = blocks human BAZ2B | AlphaScreen BAZ2B-H3K14Ac peptide displacement | Potency, µM (titrated, usually from 114 µM), for inactives: at the highest dose activity change, negative = inhibition, usual class: inhibitors | hit rate 4.4% among 360,000 | AID 504333; note: % is set by controls: 0 for no effect and ±100 for the full control effect; nearly all actives have a fitted effect of over 60% in size
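AlphaScreen displacement: compounds (up to 110uM) incubated 30 min at room temperature with a preformed 50 nM BAZ2B/50 nM biotinylated H3K14Ac peptide complex in PBS pH 7.4 with Tween-20. Donor and acceptor beads at 10 ug/mL final added, 20 min light-protected before reading.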
G9a block = blocks human histone lysine methyltransferase G9a. G9a H3K9 monomethylation, AlphaScreen, 2 h. hit rate 8.8% among 350,000. Potency, µM (series often up to 102 µM), for inactives: at the top dose activity, negative = inhibition, most hits filed as inhibitors. Q96KQ7; note: % is set by controls: 0 for no effect and ±100 for the full control effect; nearly all actives have a fitted effect of over 75% in size
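AlphaScreen read-out: biotin-H3K9 peptide (500 nM) methylation by 20 nM enzyme with 20 uM SAM, 2 h at room temperature after 15 min compound preincubation; anti-monomethyl H3K9 antibody plus donor/acceptor beads, 10 min dark.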
* hit, by the source's call; u = inconclusive; x = no result given; [ ] = dose if it differs, or a comment. Calls come from the whole dose curve; as a rule, active = well fitted curve in the direction sought with a large enough effect; inconclusive = small, poorly fitted or top-dose-only effect, or another doubt; inactive = no such curve, though single readings can be large; an effect the other way counts as inactive or inconclusive. Potency is the fitted concentration of half-maximal effect. These rows are one share of the data; the hit share may differ from the screen's.

BLM inh | Pol beta inh | compound | APE1 inh | Pol iota inh | POLK inh | Anesthetic bind | POLH inh | BAZ2B block | G9a block
-3% | -26% | Cc1csc(N2CCc3ccccc32)n1 | 5% | 11% | -9% | -9% | -6% | -7% | -7%[59 µM]
-4% | 3% | CCC(C)Sc1nc2c(c(=O)[nH]c(=O)n2C)n1CC(O)COc1cccc2ccccc12 (stereo unspecified) | -2% | 6% | 1% | u | -14% | 10% | 7.9µM*
2% | 5% | CC(=O)NC1CC(=O)N(c2ccc3c(c2)OCCO3)C1 (stereo unspecified) | x | -4% | -7%[60.1 µM] | 0% | 15% | -14% | -6%[59 µM]
-7% | 6% | Cc1cc(Nc2cccc(F)c2)nc(N2CCOCC2)n1 | 0% | -7% | 0% | -3% | -17% | -8% | x
-3% | 15% | COc1ccccc1C1CCN(Cc2ccccc2)CC1 | -7% | -10% | 1% | 8% | -8% | -18% | 11%
-7% | 11% | COc1cc(OC)c(C2Nc3cccc4cccc(c34)N2)c(OC)c1 | -8% | -17% | -10% | 1% | -9% | 35µM* | 28µM*
-3% | 19% | Cc1ccccc1N(C(=O)c1snc(C(N)=O)c1N)C(C)C(=O)NC1CCCCC1 (stereo unspecified) | 4% | 38%[activator] | 3% | -9% | -27% | -4% | 24%
-6% | 5% | CCOC(=O)c1sc(NC(=O)c2cccc(S(=O)(=O)N(CC)CC)c2)cc1C | -1% | 22% | 0% | 5% | -20% | -2% | 3%[59 µM]
x | x | Cc1cc(OCC(=O)NNC(=O)c2ccncc2)ccc1C(C)C | 22% | 32%[activator] | 0% | x | -22% | 12% | 2%[59 µM]
x | x | COc1ccccc1C(=O)NCCC(=O)N(C)CC(=O)Nc1ccc(N2CCOCC2)cc1 | -5% | 38%[activator] | -7% | x | -11% | 10% | 45µM*
-7% | -7% | CCOC(=O)C1(Cc2cccc(OC)c2)CCCN(C(=O)c2cc(C)[nH]n2)C1 (stereo unspecified) | 5% | 42%[activator] | -4% | -8% | -23% | -31% | -36%
2% | -12% | COc1ccc(C(=O)NCc2nnc(SCC(=O)Nc3nnc(C)s3)o2)cc1 | -2% | -13% | -12% | -6% | 0% | 0% | 35µM*
-4% | 5% | CCN(CC)C(=O)COc1cccc2ccccc12 | u | 22% | -5% | u | -10% | 11% | u
x | x | CCN(CC(=O)Nc1c(F)cccc1F)C(=O)c1cccc(S(=O)(=O)NCc2ccccc2)c1 | 17% | -15% | -9% | x | -12% | -6% | -32%
-8% | 2% | O=c1ccc(/C=C/c2ccccc2)nn1Cc1ccccc1Cl | 5% | 9% | -13% | u | -24% | 44%[activator] | 87%[activator]

Later entries.
BLM inh | Pol beta inh | compound | APE1 inh | Pol iota inh | POLK inh | Anesthetic bind | POLH inh | BAZ2B block | G9a block
-13% | -12% | COc1ccc(-n2c(SCC(=O)Nc3cc(C)on3)nc3ccc(O)cc3c2=O)cc1OC | 1% | 8% | -15% | 9% | 7% | 4% | -37%[12.7 µM]
-6% | -9% | Cc1ccc(CNC(=O)c2ccc(N3CCCC3)c(NC(=O)Nc3ccc(F)c(Cl)c3)c2)cc1 | x | 29% | -8%[60.1 µM] | 40%[activator] | -20% | -18% | -1%[12.7 µM]
-11% | -17% | COc1cc(OCC(N)=O)cc(OC)c1OC | u | 11% | -8% | 7% | -17% | 1% | 3%
-1% | -18% | O=[N+]([O-])c1ccc(C2CCCC/C2=N/O)c([N+](=O)[O-])c1 (stereo unspecified) | 6% | 1% | 8% | -13% | -14% | -15% | -3%
-4% | -15% | CCCCCCCSc1nnc(N)s1 | -2% | 67%[activator] | -7% | u | -4% | 1% | 37%
-3% | u | O=C(Nc1nccs1)c1ccc(-c2ccc(Cl)cc2Cl)o1 | -2% | 0% | -5% | 4% | 0% | -7% | 26%[59 µM]
-7% | 36% | Cc1ccc2c(c1)N(CCC(=O)NCC1COc3ccccc3O1)C(=O)CO2 (stereo unspecified) | 10% | 12% | -12% | 0% | -1% | 4% | u
2% | 14% | Cc1cccc(-c2nnc3n(CCc4ccccc4)c(=O)c4ccccc4n23)c1 | x | 3% | 0% | -2% | -4% | 1% | -28%[59 µM]
-4% | -6% | CC(C)c1ccc(-n2ccnc2SCC(=O)O)cc1 | -7% | 160%[activator] | -15% | -7% | -15% | -26% | u
-2% | -16% | CCCN1CCC2(CC1)NC(C(=O)O)Cc1c2[nH]c2ccccc12 (stereo unspecified) | 33% | 22% | -3% | 18% | 1% | u | 14µM*
-5% | -22% | O=C(COc1cccc(C(F)(F)F)c1)N1CCN(c2ccccc2O)CC1 | -1% | 25% | -9% | u | -20% | u | -82%[59 µM]
-6% | 29% | O=C(CN1CCCCC1)Nc1nc(-c2ccc(Cl)cc2)cs1 | 8% | 3% | -7% | -1% | -8% | -7% | u
x | x | CCOC(=O)[C@H]1[C@H]2COc3ccc(Cl)cc3[C@@H]2N2C(=O)CN(Cc3ccc(C)cc3)C(=O)[C@@]12C | 20% | 39%[activator] | -2% | x | -14% | 0% | 1%[0.501 µM]
1% | -5% | COc1ccc(S(=O)(=O)NCC2CCC(C(=O)NCc3cccnc3)CC2)cc1 (stereo unspecified) | 17% | 81%[activator] | -12% | -1% | -10% | 4% | 0%
-3% | 7% | Cc1ccc(-c2nc3ccccc3s2)cc1NC(=O)c1ccc2c(c1)OCO2 | 9% | 1% | -9%[60.1 µM] | -18% | -5% | 1% | -2%[59 µM]

Compound profiles, from the list above.
COc1ccccc1C(=O)NCCC(=O)N(C)CC(=O)Nc1ccc(N2CCOCC2)cc1 reads BLM inh = x; Pol beta inh = x; APE1 inh = -5%; Pol iota inh = 38%[activator]; POLK inh = -7%; Anesthetic bind = x; POLH inh = -11%; BAZ2B block = 10%; G9a block = 45µM*
COc1ccc(C(=O)NCc2nnc(SCC(=O)Nc3nnc(C)s3)o2)cc1 reads BLM inh = 2%; Pol beta inh = -12%; APE1 inh = -2%; Pol iota inh = -13%; POLK inh = -12%; Anesthetic bind = -6%; POLH inh = 0%; BAZ2B block = 0%; G9a block = 35µM*
Cc1ccccc1N(C(=O)c1snc(C(N)=O)c1N)C(C)C(=O)NC1CCCCC1 (stereo unspecified) reads BLM inh = -3%; Pol beta inh = 19%; APE1 inh = 4%; Pol iota inh = 38%[activator]; POLK inh = 3%; Anesthetic bind = -9%; POLH inh = -27%; BAZ2B block = -4%; G9a block = 24%

2 entries drawn at random from the list so far, as already listed:
BLM inh | Pol beta inh | compound | APE1 inh | Pol iota inh | POLK inh | Anesthetic bind | POLH inh | BAZ2B block | G9a block
x | x | Cc1cc(OCC(=O)NNC(=O)c2ccncc2)ccc1C(C)C | 22% | 32%[activator] | 0% | x | -22% | 12% | 2%[59 µM]
2% | 5% | CC(=O)NC1CC(=O)N(c2ccc3c(c2)OCCO3)C1 (stereo unspecified) | x | -4% | -7%[60.1 µM] | 0% | 15% | -14% | -6%[59 µM]

New compounds follow.
BLM inh | Pol beta inh | compound | APE1 inh | Pol iota inh | POLK inh | Anesthetic bind | POLH inh | BAZ2B block | G9a block
-5% | 3% | CC1CCCC(C)N1C(=O)CN1C(=O)C(C)(C)Oc2ccc(C(=O)NC3CCCCC3)cc21 (stereo unspecified) | 10% | 7% | -3% | u | -12% | -1% | 4%[59 µM]
x | x | CCN(C(=O)c1ccc(Br)o1)C1CCS(=O)(=O)C1 (stereo unspecified) | 11% | 54%[activator] | -8% | x | -19% | 12% | -7%
-4% | 21% | OC(COC(c1ccccc1)c1ccccc1)CN1CCN(c2ccccn2)CC1 (stereo unspecified) | 1% | 0% | -9% | -9% | -2% | -33% | 7%[59 µM]
-4% | 3% | CCCCc1nn2c(=O)cc(COC(=O)c3ccccc3NC(=O)c3cccc(C)c3)nc2s1 | x | -19% | -11%[60.1 µM] | 2% | -3% | -1% | 15%[59 µM]
3% | 5% | Cc1ccc(-c2nc(N)n(S(C)(=O)=O)n2)cc1 | -2% | -8% | 10% | 6% | -10% | 9% | -29%[12.7 µM]
0% | 2% | Cc1cccc(NC(=O)CSc2nnc(C3CC3)n2CC2CCCO2)c1 (stereo unspecified) | 55% | 50%[activator] | 2% | 5% | -15% | -23% | 0%
3% | 1% | Cc1nc(-c2ccc(Cl)cc2)sc1CCNC(=O)C(=O)Nc1ccc(F)cc1F | x | -9% | 0%[60.1 µM] | -6% | -7% | -2% | -1%[59 µM]
1% | 10% | COc1ccc2oc(=O)c(C(=O)Oc3ccc(NC(C)=O)cc3)cc2c1 | -5% | 6% | -10%[60.1 µM] | 12% | -5% | -2% | 4%[12.7 µM]
3% | -3% | C[C@@H]1CCCCCCCCCCC1=O | 56%[activator] | 22% | 11% | 1% | -11% | 1% | -8%
-16% | 1% | N=c1oc2cc(O)ccc2cc1C(=O)Nc1ccc(Cl)cc1 | -25% | 9% | -9% | 106%[activator] | 79µM* | 6% | u
0% | 6% | CCOC(=O)C1CCN(C(=O)c2ccc3c(c2)OCO3)CC1 | 0% | -4%[58.9 µM] | -3% | -6% | 1% | -2% | 5%[59 µM]
-16% | -7% | O=S(=O)(N/N=C/c1cn(Cc2ccccc2)c2ccccc12)c1ccccc1 | -11% | u | -1% | u | -15% | -34% | -34%
2% | 1% | CCCc1c(O)nc(SC2CC(=O)N(c3ccc(OC)cc3)C2=O)[nH]c1=O (stereo unspecified) | u | 29% | -1% | -5% | -17% | -4% | -48%
2% | 14% | CN(CC(=O)NCc1ccccc1)S(=O)(=O)c1ccc2c(c1)CCC(=O)N2 | 0% | 9% | -6% | 0% | 2% | u | x
-9% | 36% | CNC(=O)CSc1nnc(SCCC(=O)O)s1 | -1% | 2% | -13% | 3% | -20% | 7% | 4%[2.33 µM]

Continued:
BLM inh | Pol beta inh | compound | APE1 inh | Pol iota inh | POLK inh | Anesthetic bind | POLH inh | BAZ2B block | G9a block
-7% | 15% | O=C(Nc1ccc(Cl)c([N+](=O)[O-])c1)c1ccc2c(c1)OCCO2 | u | 129%[activator] | -4% | -8% | -21% | 15% | -36%
-1% | 12% | Cc1cccn2c(=O)c(C=C(C#N)C#N)c(N3CCN(C)CC3)nc12 | 8% | 33%[activator] | 1% | -11% | 3% | 2% | -13%
1% | -6% | COc1ccc(-c2csc(/N=C/N(C)C)n2)cc1OC | -4% | 37%[activator] | 2% | -7% | u | -20% | 7%
-3% | 9% | O=C(NCCN1CCCC1)C1CCC(=O)N(CCCN2CCOCC2)C1 (stereo unspecified) | -3% | 18% | -8% | -4% | 3% | -2% | x
-3% | 13% | Cc1ccc(OC/C(O)=C(\C#N)c2nc3ccccc3s2)cc1 | 2% | 1% | -1% | -3% | -18% | -33% | -19%[59 µM]
